Screens deposited in PubChem BioAssay by National Center for Advancing Translational Sciences (NCATS).
KDM5B inhibitor: Primary screen for KDM5B Histone Demethylases FDH-coupled qHTS. KDM5B demethylase, FDH-coupled NADH fluorescence (FDH is formaldehyde dehydrogenase). Potency, µM (series often up to 57.7 µM), for the others: at the highest dose activity change, negative = inhibition, usual class: inhibitors. actives 2.6% (n = 220,000). AID 1347165, 2019; active means well fitted inhibition curve with a large enough effect; inconclusive means small, poorly fitted or top-dose-only effect; inactive means no such curve, though single readings can be large or run the other way; further: 0% is about no effect; nearly all actives have a fitted effect of over 70% in size
Target sequence (Q9UGL1 whole entry, looked up): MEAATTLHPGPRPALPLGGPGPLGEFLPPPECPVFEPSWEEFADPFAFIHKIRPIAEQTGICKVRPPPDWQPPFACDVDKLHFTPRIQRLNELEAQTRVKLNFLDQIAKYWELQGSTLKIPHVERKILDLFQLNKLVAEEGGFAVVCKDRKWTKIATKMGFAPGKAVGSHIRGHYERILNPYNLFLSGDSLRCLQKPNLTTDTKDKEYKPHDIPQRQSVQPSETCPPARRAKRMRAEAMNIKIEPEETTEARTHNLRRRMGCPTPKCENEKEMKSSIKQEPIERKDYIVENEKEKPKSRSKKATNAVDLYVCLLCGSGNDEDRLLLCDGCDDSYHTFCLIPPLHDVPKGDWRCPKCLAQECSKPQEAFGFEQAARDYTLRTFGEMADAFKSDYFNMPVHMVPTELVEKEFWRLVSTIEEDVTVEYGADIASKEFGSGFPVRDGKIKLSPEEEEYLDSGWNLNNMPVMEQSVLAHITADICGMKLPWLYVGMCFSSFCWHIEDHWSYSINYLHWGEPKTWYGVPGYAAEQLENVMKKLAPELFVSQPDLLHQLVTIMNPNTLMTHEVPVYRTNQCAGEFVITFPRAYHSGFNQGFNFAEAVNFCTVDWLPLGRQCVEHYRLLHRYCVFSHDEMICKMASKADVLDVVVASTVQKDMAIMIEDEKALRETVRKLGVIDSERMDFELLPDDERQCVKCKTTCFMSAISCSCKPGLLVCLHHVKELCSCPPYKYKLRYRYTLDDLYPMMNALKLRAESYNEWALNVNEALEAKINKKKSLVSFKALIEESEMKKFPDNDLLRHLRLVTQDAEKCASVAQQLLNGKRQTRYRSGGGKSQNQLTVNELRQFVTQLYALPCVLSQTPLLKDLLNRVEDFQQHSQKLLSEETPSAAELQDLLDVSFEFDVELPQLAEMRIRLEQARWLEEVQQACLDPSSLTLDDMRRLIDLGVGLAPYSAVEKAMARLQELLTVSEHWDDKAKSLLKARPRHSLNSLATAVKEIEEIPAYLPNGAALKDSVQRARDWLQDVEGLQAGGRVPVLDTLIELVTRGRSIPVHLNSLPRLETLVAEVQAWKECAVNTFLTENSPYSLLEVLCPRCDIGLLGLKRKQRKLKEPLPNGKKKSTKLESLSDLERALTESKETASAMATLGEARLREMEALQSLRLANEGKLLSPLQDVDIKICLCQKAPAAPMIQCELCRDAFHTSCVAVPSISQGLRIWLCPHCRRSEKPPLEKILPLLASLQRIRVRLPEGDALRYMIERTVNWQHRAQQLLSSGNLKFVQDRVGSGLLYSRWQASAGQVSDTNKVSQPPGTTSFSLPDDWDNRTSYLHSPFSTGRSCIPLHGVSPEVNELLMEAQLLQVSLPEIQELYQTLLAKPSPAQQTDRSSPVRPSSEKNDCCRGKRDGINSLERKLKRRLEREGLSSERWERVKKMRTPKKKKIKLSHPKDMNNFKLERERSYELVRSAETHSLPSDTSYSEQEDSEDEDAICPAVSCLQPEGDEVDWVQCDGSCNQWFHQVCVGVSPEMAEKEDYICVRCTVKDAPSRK
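Coupled FDH/NAD⁺ fluorescence readout. KDM5BΔAP 200 nM final; compound titration, 10 min RT preincubation; substrate mix 12.5 µM H3K4me3, 25 µM 2-OG, 50 µM Fe(II), 100 µM ascorbate, 0.25 mM NAD⁺, 0.25 U/mL FDH; ΔRFU over 30 min.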
The depositor's hits bear a star; ? = inconclusive; & = joins results of further samples; [ ] = remark or other dose. Potency means the concentration at half of the fitted maximal effect.

KDM5B inhibitor	Compound
-15.1%	NCCc1ccc(CN2CCC(Oc3ncccn3)CC2)cc1
?	CCC[C@H]1CN(Cc2c(C)noc2C)C[C@@H]1NC(=O)CN(C)C(N)=O
18.0%	COC(=O)c1cccc(NC(=O)c2cnn(C)c2)c1
-4.2%	O=C(c1c(F)cccc1F)N1C[C@@H](CO)[C@H](c2nc(C3CC3)no2)C1
22.9%	Cc1ccsc1CN(Cc1cn(-c2ccccc2)nn1)C1CC1
13.3%	Cc1cccc(OCC(=O)NCCCNC(=O)c2ccncc2)c1
-1.5%	CCc1ccc(-c2noc(CSc3nnc(C4COc5ccccc5O4)o3)n2)cc1 (stereo not drawn)
-16.6%[86.2 µM]	Cc1noc2c(NCCN(C)C)cc(-c3ccc(F)cc3)nc12
?	CCc1ccccc1NC(=O)Nc1cc(C(=O)NCc2ccc(C)cc2)ccc1N1CCCC1
-10.0%	Cc1ccccc1C(=O)NNc1ncnc2c1cnn2-c1cccc(Cl)c1
-0.7%	COc1ccccc1Cn1cc(C(=O)c2ccc(C)cc2)c(=O)c2cc(C)ccc21
-18.2%	CN(C)CCn1cnc2c1c(=O)n(C)c(=O)n2C
32.6%	CCCCCCCCOc1ccc(/C=C(/C#N)c2nc3ccccc3[nH]2)cc1
-8.9%[86.2 µM]	O=C(c1ccc(F)cc1)N1CCOC[C@H](Oc2ccccc2)C1
13.3%	COc1ccc(-c2c(C)c3cc(O)ccc3oc2=O)cc1OC
-22.6%	CN(C)c1nc(CNC(=O)c2cc(S(N)(=O)=O)ccc2F)cs1
-11.7%	CC(Cl)C(=O)NC1CCCCC1C (stereo not drawn)
-8.1%	N#CCC(=O)N/N=C/c1cn(Cc2ccccc2C#N)c2ccccc12
13.3%	NS(=O)(=O)c1cccc(C(=O)O)c1
298.1%[activator]	Cc1ccccc1OCCSc1nc2ccc(NC(=O)c3cccc(F)c3)cc2s1
-29.5%	Cc1ccc(CNC(=O)CCc2nc(C3CCCN3C(=O)c3ccccc3)no2)o1 (stereo not drawn)
-17.2%	C=CCn1c(N2CCCCC2)nc2c1c(=O)[nH]c(=O)n2C
-9.1%	CC1CCc2[nH]c3ccc(C(=O)NC4CCCC4)cc3c2C1 (stereo not drawn)
-15.5%	COc1ccc(OC)c(NC2c3ccccc3C(=O)N2c2cccnc2)c1 (stereo not drawn)
-5.8%	Cc1ccc(C(=O)Nc2cccc(-c3nc4ccccc4s3)c2C)c(C)c1
11.5%	CN(C)C[C@@H]1CN(c2ccncn2)C[C@H]1NC(=O)C1CC=CCC1 (stereo partly drawn)
14.6%	Cc1cccc(C(=O)NC(NC(C)(C)C)C(Cl)(Cl)Cl)c1 (stereo not drawn)
12.6%	O=C(Cn1nc(-c2ccccc2F)ccc1=O)NCc1ccccc1Cl
4.5%	CC(=O)Nc1ccc(NC(=O)c2ccc3ccn(C)c3c2)cc1
?	COc1ccc2nc3oc(C(=O)Nc4cccc(C(F)(F)F)c4)cc3cc2c1

Fetched one by one from the entries so far, three records:
KDM5B inhibitor	Compound
-15.1%	NCCc1ccc(CN2CCC(Oc3ncccn3)CC2)cc1
-8.9%[86.2 µM]	O=C(c1ccc(F)cc1)N1CCOC[C@H](Oc2ccccc2)C1
298.1%[activator]	Cc1ccccc1OCCSc1nc2ccc(NC(=O)c3cccc(F)c3)cc2s1

(next part)
KDM5B inhibitor	Compound
-12.3%	COc1ccc(CCNC(=O)c2cc(-c3ccccc3O)n[nH]2)cc1OC
2.1%	COc1ccccc1Nc1nc2ccccc2nc1NS(=O)(=O)c1ccc(Cl)s1
10.0%	Brc1ccc(-c2noc(-c3cnccn3)n2)cc1
-5.1%[86.2 µM]	CC(C)CCN1CCC2(Cc3ccccc3NC2=O)C1 (stereo not drawn)
35.5µM*	O=C(c1ccncc1)N1CCC(c2nnc3n2CCNC3)CC1
-14.8%	CC1CCCCN1CCCNC(=O)c1sc2ncccc2c1-n1cccc1 (stereo not drawn)
-1.4%	Cc1nn(-c2ccc(C(F)(F)F)cc2)c(C)c1[C@@H]1C=C[C@@H](NC(=O)CC2(CC(=O)O)CCCC2)C1
32.8%	CCOc1ccc(-c2[nH]ncc2CN)cc1
?	CCCc1noc(-c2ccn3c(CNC(=O)c4ccc(N(C)C)cc4)nnc3c2)n1
?	COc1ccccc1OCc1nc2c(n1Cc1ccccc1)C(=O)N(Cc1cccc(Cl)c1)CCN2
15.4%[86.2 µM]	COc1cccc(CN2C[C@@H]3C[C@H]2C(=O)Nc2ccccc2O3)c1
?	c1ccc(-c2nnc3n2CCN(Cc2ccc4ccccc4c2)C3)cc1
12.6%	COc1ccc(C(=O)Nc2ccncc2)cc1S(=O)(=O)N1CCOCC1
-0.1%	CCC(C)(C(=O)NC1CCCCC1)N(Cc1cccs1)C(=O)Cc1cccs1 (stereo not drawn)
-29.3%	N#Cc1cc(C(=O)c2cc(F)ccc2O)cn(-c2ccccc2C(=O)O)c1=O
-25.1%	Cc1cc(NC(=O)CSc2nccn2-c2cccc(Cl)c2)on1
1.7%	Cc1ccc(-n2nc(C(=O)N3CCC(C)CC3)c(=O)n(C)c2=O)cc1
14.8%	Cn1nc(C(=O)OCC(=O)NCc2ccccc2)c2ccccc2c1=O
1.9%	Cc1ccc(C)c(NC(=O)c2cc(-c3cc(C)oc3C)nc3onc(C)c23)c1
9.3%	CCc1nc(-c2c3n(c(=O)n(CC(=O)NCc4ccccc4)c2=O)CCCC3)no1
1.7%&-18.8%	Cc1ccc(C(=O)c2oc3ccccc3c2NC(=O)c2nc(S(C)(=O)=O)ncc2Cl)cc1F
-22.4%[86.2 µM]	COc1ccc(CN[C@H]2[C@H](O)[C@H](O)C[C@@H]2c2ccccc2)cc1
-2.1%	O=C1NN(c2cccc(Br)c2)C(=O)/C1=C/c1cccs1
16.5%	Cc1ccccc1C(=O)NC12CC3CC(CC(C3)C1)C2
20.6%	CC1(CNC(=O)c2ccc(C#N)cc2)CCOCC1
?	Cc1ccc(C(=O)N[C@@H]2C=C(C(=O)NCC(N)=O)C[C@@H](O)[C@@H]2O)cc1
-17.2%	Cc1ccc(C)c(N2CCN(C(=O)c3c(C)oc4nc(C)nc(N5CCOCC5)c34)CC2)c1
-1.3%	COC(=O)C1=C(C)N(C)C(=O)NC1c1ccccc1OC(F)F (stereo not drawn)
?	Cc1ccc2nc(-c3c[nH]c4ccccc34)c(Nc3ccc(F)cc3)n2c1
?	O=S(=O)(c1ccc2[nH]c3c(c2c1)CCCCC3)N1CCN(c2ccccc2)CC1

Sorted by the number under KDM5B inhibitor (low to high): some entries from above
KDM5B inhibitor	Compound
-14.8%	CC1CCCCN1CCCNC(=O)c1sc2ncccc2c1-n1cccc1 (stereo not drawn)
-12.3%	COc1ccc(CCNC(=O)c2cc(-c3ccccc3O)n[nH]2)cc1OC
-2.1%	O=C1NN(c2cccc(Br)c2)C(=O)/C1=C/c1cccs1

Of the compounds above, 3 contain a COOH group:
KDM5B inhibitor	Compound
13.3%	NS(=O)(=O)c1cccc(C(=O)O)c1
-1.4%	Cc1nn(-c2ccc(C(F)(F)F)cc2)c(C)c1[C@@H]1C=C[C@@H](NC(=O)CC2(CC(=O)O)CCCC2)C1
-29.3%	N#Cc1cc(C(=O)c2cc(F)ccc2O)cn(-c2ccccc2C(=O)O)c1=O

Following part
KDM5B inhibitor	Compound
22.4µM*	COCC(=O)N1C[C@H](NC(=O)c2nc3ccccc3n(C)c2=O)[C@@H](C2CC2)C1
?	O=[S+]([O-])(c1ccccc1)N1CC2(CCCCN2CC2CC2)Cc2ccccc21 (stereo not drawn)
33.9%[activator]	CCOC(=O)C1(Cc2ccccc2)CCCN(S(=O)(=O)c2cccs2)C1 (stereo not drawn)
5.8%	FC(F)(F)c1cc(-c2ccccc2)nc(N2CCN(Cc3ccccc3)CC2)n1
-16.4%	Cc1ccccc1CSc1nc2c(sc3ccccc32)c(=O)n1CCCC(=O)NCCCOC(C)C
6.6%&-1.8%	CCOC(=O)C1CCN(CCC(=O)Nc2ccc(OC)cc2)CC1
14.8%	CC1CC(=O)N(c2ccc(NCCc3ccccc3)c([N+](=O)[O-])c2)C1=O (stereo not drawn)
-5.5%	CCC(Sc1nnc(C)n2c1cc1occc12)C(=O)Nc1ccccc1OC (stereo not drawn)
10.6%	O=C(/C=C/c1ccc2ccccc2c1)c1ccc(F)cc1F
-9.5%	CC(C)[C@H](NC(=O)c1c(F)cccc1F)C(=O)O
?	COC(=O)C1=C(C)C=C(N2CCOCC2)C(C(=O)OC)C1c1ccc(OC)cc1 (stereo not drawn)
-2.4%	CCn1ncc(CN2CC(F)(F)C[C@H]2c2nc(C(=O)NC)no2)c1C
-2.5%	COCCn1ncc(N2CCC(NC(=O)c3ccc(C(C)C)cc3)CC2)cc1=O
19.8%	Cc1cccc(C(=O)N2CCC(c3noc(-c4ccncc4)n3)C2)c1 (stereo not drawn)
15.8%	Cc1c(Cl)cccc1NC(=S)NCc1ccco1
?	O=C(NCCc1ccccc1)C(=O)c1cn(CC(=O)N2CCCC2)c2ccccc12
-16.8%	CN1CCN(C2CCN(Cc3ccccn3)C2=O)CC1 (stereo not drawn)
2.6%	COc1cc(OC)cc(C(=O)NC2CCN(c3cc(C(F)(F)F)nc(C)n3)CC2)c1
37.8%	CN(Cc1ccccc1)C(=O)C[C@@H]1CCNC[C@@H]1Cc1cc(CN(C)c2ccccc2)on1
-18.6%	Cc1cccc(NC(=O)Cn2ncc3c4ccccc4n(Cc4ccccc4)c3c2=O)c1C
31.2%[activator]	Cc1ccnc(NS(=O)(=O)c2ccc(NC(=O)c3nc(SC(C)C)ncc3Cl)cc2)n1
15.8%	CCN(CC)C(=O)CCc1c(C)nn(-c2ccccc2C)c1Oc1ccccc1
?	Cc1cc(N)n(CC(=O)N2CCC(O)(CN3CCOCC3)C(C)(C)C2)n1 (stereo not drawn)
3.4%	CN(C)c1ccc(NC(=O)COC(=O)c2cccc(S(=O)(=O)N3CCc4ccccc43)c2)cc1
34.7%	Cc1ccoc1C(=O)N1CCC(Oc2ccccc2F)(C(=O)O)CC1
7.9%	COC(=O)c1c(-c2c(Cl)cccc2Cl)noc1NC(=O)NN1CCCCC1
?	Cc1ccc(S(=O)(=O)c2c(C)c(C)n(Cc3ccco3)c2N)cc1
-1.7%	COc1ccc(-n2nnc(-c3nc(-c4ccccc4C)no3)c2N)cc1Cl
3.4%	Cc1ccc(N(C(=O)c2csnn2)C(C(=O)NC2CCCCC2)c2ccncc2)cc1 (stereo not drawn)
-28.4%	Cc1cccc(C)c1-n1ncc(C(=O)Nc2ccc3c(c2)OCO3)c1C1CCN(C(=O)OC(C)(C)C)CC1

KDM5B inhibitor	Compound
21.0%	COc1ccc(CCNC(=O)c2csc(NC3CC3)n2)cc1OC
17.6%	CCC(C)S(=O)(=O)c1oc(-c2cccs2)nc1S(=O)(=O)c1ccccc1 (stereo not drawn)
-3.6%	Cc1cc(C(=O)N2CCc3nn(Cc4ccccc4)c(=O)n3CC2)nn1C
-4.1%	O=c1[nH]c(C2CCCN(Cc3ccccn3)C2)nn1-c1ccc(Cl)cc1 (stereo not drawn)
?	CN1CC(=O)N(C2CCCC2)Cc2c(NC3CCNCC3)ncnc21
-28.6%	Cc1ccc(S(=O)(=O)NCC(c2ccc(N(C)C)cc2)N2CCCC2)cc1 (stereo not drawn)
-36.3%	COc1cccc(C(=O)Nc2ccccc2C(=O)OCc2cc(=O)n3c4c(sc3n2)CCCC4)c1
-11.2%	C=CCN1CC2(CCC1=O)CCN(C(=O)[C@@H](O)c1ccccc1)CC2
-10.0%	Cc1ccc(C)c(N2CCN(C(=O)c3ccc(-c4nc(COc5ccccc5)c(C)o4)cc3)CC2)c1
?	Cc1ncc(CN2CCC(C(=O)Nc3cccc(-c4cc5ccccc5[nH]4)c3)CC2)cn1
17.5%	COc1ccc(OC)c(C(C)NC(=O)Cc2cccs2)c1 (stereo not drawn)
20.4%	CCC(=O)N1CCc2cc(Br)cc(S(=O)(=O)Nc3ccccc3C(=O)OC)c21
-15.0%	CCOCCCNC(=O)C(c1ccc(Cl)cc1)N(Cc1ccc2c(c1)OCO2)C(=O)c1ccc(NC(C)=O)cc1 (stereo not drawn)
-17.7%	COc1ccc(NC(=O)Cc2c(C)c3ccc(OC)cc3oc2=O)c(OC)c1
?	CCc1cccc(NC(=O)N2CCc3nc4cc(-c5ccc(OC)cc5)[nH]n4c(=O)c3C2)c1
4.1%	Cc1oc(-c2ccccc2Cl)nc1CS(=O)(=O)CC(=O)N1CCOCC1
-9.9%	C=CCN1CC2(CCC1=O)CCN(c1nccc(C(F)(F)F)n1)CC2
?	CCC(=O)Oc1ccc2oc(=O)c(-c3ccc(OC)cc3)c(C)c2c1
4.2%	CC(C)c1nc(CCNC(=O)[C@H]2CNC[C@@H](C(=O)N3CCCC3)C2)cs1
?	CCN(CC)S(=O)(=O)c1ccc(NC(=O)CNC2CCCCC2)cc1
21.2%	N#Cc1ccccc1CN1CCNc2nc(CN3CCN(CCO)CC3)n(Cc3ccccc3)c2C1=O
?	Cc1ccc(-c2cc(C(=O)Nc3ccccn3)c3ccccc3n2)s1
?	Cc1nn(C)c2c1c(C(F)(F)F)cc(=O)n2C(C)C(=O)NCCc1ccccc1 (stereo not drawn)
-2.0%	CCN(CCCNC(=O)c1nn(-c2ccc(C)cc2)c(=O)c2c1c1ccccc1n2C)c1ccccc1
-21.9%	O=C(O)C[C@]1(C(=O)Nc2ccc(F)cc2)CC(/C=C/c2ccccc2)=NO1
12.4%	CSCc1ccc(C(=O)Nc2ccccc2C(F)(F)F)cc1
1.9%[86.2 µM]	Cc1cc(F)ccc1OC1CN(CC2CCCCC2)C1

Some of the compounds tested; the hit share may differ from the screen's.
